AmpC inh det: Promiscuous and Specific Inhibitors of AmpC Beta-Lactamase (assay with detergent); hit rate 0.09% among 71,000; purified AmpC, nitrocefin hydrolysis with detergent; P00811; Potency, µM (top dose mostly 28.7 µM), for inactives: top-dose activity change, negative = inhibition; active = well fitted curve in the direction sought with a large enough effect
Target sequence (P00811 whole entry, looked up): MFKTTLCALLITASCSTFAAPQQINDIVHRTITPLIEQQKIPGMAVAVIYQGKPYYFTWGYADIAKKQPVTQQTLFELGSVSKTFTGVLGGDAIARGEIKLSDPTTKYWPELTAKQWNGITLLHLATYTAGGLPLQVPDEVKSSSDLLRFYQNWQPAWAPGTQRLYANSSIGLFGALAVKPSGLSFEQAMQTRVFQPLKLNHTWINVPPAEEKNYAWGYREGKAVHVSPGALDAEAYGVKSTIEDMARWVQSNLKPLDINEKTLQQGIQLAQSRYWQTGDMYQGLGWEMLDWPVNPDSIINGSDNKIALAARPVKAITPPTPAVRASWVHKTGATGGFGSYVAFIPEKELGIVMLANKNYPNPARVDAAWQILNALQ
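E. coli AmpC (5.3 nM) in 20 mM phosphate pH 7.0 with 0.01% Triton X-100, preincubated 15 min RT with compound; nitrocefin (2 uL of 800 uM stock) hydrolysis followed by 480 nm absorbance every 20 s over 4 min.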
An asterisk follows results filed as active; [ ] = dose if it differs, or a comment. % is set by controls: 0 for no effect and ±100 for the full control effect; potency is the fitted concentration of half-maximal effect. An excerpt, so the mix of outcomes need not match the whole.

SMILES,AmpC inh det
Cc1nc(NCc2ccc3c(c2)OCO3)c2oc3ccccc3c2n1,-7%
CC(=O)Nc1ccc(N/C=C/C(=O)C(C)(C)C)cc1,-2%
Cc1cc(C)nc(NC(=O)CSc2nn(C)c(=S)s2)n1,-1%
Cc1ccc(NC(=O)CCNS(=O)(=O)c2ccc3c(c2)oc(=O)n3C)cc1,-4%
Brc1ccccc1-c1nnc(CSc2nnnn2-c2ccccc2)o1,-3%
CCOC(=O)N1CCC(NC(=O)c2cc(C(=O)Nc3cccc(OC)c3)ccc2CO)CC1,-4%
C1=C(N2CCOCC2)/C(=C/c2nc3ccccc3[nH]2)CC1,-4%
CCOC(=O)c1sc(NC(=O)c2ccc(C)o2)nc1C,13%
CCNC(=O)CCc1nc(-c2ccc(C(C)(C)C)cc2)no1,-3%
CSc1nc(SCC(=O)NCc2ccco2)c2c3c(sc2n1)CN(C)CC3,-5%
CCCN(CCC)C(=O)CCS(=O)(=O)c1cccc2nsnc12,-5%
O=C(c1nc2ncccn2n1)N1CCc2ccccc2C1,-3%
Cc1ccc(-c2nc3ccccc3[nH]2)cc1NC(=O)c1ccco1,-1%
Cn1ccc(C(=O)OCC(=O)c2ccccc2)n1,-1%
Cc1c(NC(=O)Nc2cccc(Cl)c2)c(=O)n(-c2ccccc2)n1C,8%
CCN1CCN(C(=O)CCCCCn2c(=O)[nH]c3cc(C(=O)OC)ccc3c2=O)CC1,1%
CCc1nnc(NC(=O)CCC(=O)N2CCN(C3CCCCC3)CC2)s1,-4%
Cn1c(SCCCC(=O)c2ccccc2)nnc1-c1ccncc1,8%
COc1cccc(-c2nnc3sc(-c4ccccn4)nn23)c1,-1%
CCCc1cc(C(N)=O)c(NC(=O)c2ccoc2C)s1,10%
COc1ccc(P2(=O)Nc3ccccc3N2)cc1,8%
CCCCn1c(NCCO)nc2ccccc21,7%
COc1cc(NC(=O)NCCN2CCN(c3ccc(Cl)cc3)CC2)ccc1C,-5%
N=C(N)SCCON1C(=O)c2ccccc2C1=O,-4%[5.75 µM]
CS(=O)(=O)NCc1ccc(C(=O)NCCOc2ccccc2)cc1,-3%
Cc1sc2ncnc(SCC(=O)NC(=O)NCc3ccco3)c2c1C,-6%
CCCCCn1c(N2CCN(c3cccc(Cl)c3)CC2)nc2c1c(=O)[nH]c(=O)n2C,-3%
CCOC(=O)CSc1nc2sc3c(c2c(=O)[nH]1)CCCC3,11%
CCCc1cc(C(=O)Nc2nccs2)cs1,0%
CCOC(=O)c1cccc(NC(=O)Nc2cc(OC)ccc2OC)c1,1%

Shown field by field: part of the list above.
COc1cccc(-c2nnc3sc(-c4ccccn4)nn23)c1
  AmpC inh det: -1%

CCCc1cc(C(N)=O)c(NC(=O)c2ccoc2C)s1
  AmpC inh det: 10%

COc1ccc(P2(=O)Nc3ccccc3N2)cc1
  AmpC inh det: 8%

CCCCn1c(NCCO)nc2ccccc21
  AmpC inh det: 7%

The listing picks up with the two entries that preceded the break.
SMILES,AmpC inh det
CCCc1cc(C(=O)Nc2nccs2)cs1,0%
CCOC(=O)c1cccc(NC(=O)Nc2cc(OC)ccc2OC)c1,1%
COc1ccc2nc(NCCCNC(=O)c3cc(OC)c(OC)c(OC)c3)c(C#N)cc2c1,10%
CC(C)NC(=O)N1CC[C@@]2(CCCN(C(=O)c3cccc(F)c3)C2)C1,0%
O=S(=O)(c1ccc(Br)s1)N1CCN(c2ccccc2)CC1,-5%
CCOC(=O)c1cc(-c2ccncc2)nc2c1c(C)nn2-c1ccccn1,-3%
Cc1cc(NC(=O)COC(=O)CCC(=O)c2ccc(F)cc2)no1,-1%
NC(=O)c1ncn([C@@H]2O[C@H](CO)[C@@H](O)[C@H]2O)n1,7%
Cc1ccc(N)cc1O,7%
COc1ccccc1N(C(=O)c1ccco1)C(C(=O)NC1CCCC1)c1cccnc1 (configuration not stated),-3%
O=C(c1cccc(C(=O)N2CCN(c3ccccc3F)CC2)n1)N1CCN(c2ccccc2F)CC1,-3%
Cc1ccccc1CS(=O)(=O)c1nnc([C@H](CC(C)C)NC(=O)OC(C)(C)C)o1,7.9µM*
C=C(C)C(N)=O,10%
Cc1cc(C)c2c(n1)sc1c(N3CCOCC3)ncnc12,1%
CCCCn1c(=O)c2c(c3ccccc31)OCC(=O)N2,11%
CCOC(=O)N1CCN(CC(=O)Nc2ccc(C)cc2)CC1,11%
COc1ccc2[nH]cc(CCNc3ncncc3-c3cccnc3)c2c1,6%
Cc1csc(NC(=O)CSc2nnc3ncccn23)n1,-2%
COc1ccc(-n2c(SCC(=O)c3c(N)n(C)c(=O)n(C)c3=O)nc3ccccc32)cc1,-2%
CCCc1ccc(-c2ccc(C(=O)O)cc2)nc1,7%
Cc1onc(-c2ccccc2)c1C(=O)Nc1nc2c(s1)CCCC2,-4%
CCOC(=O)c1cnn(-c2cc(C)c3cc(C)cc(C)c3n2)c1N,-3%
O=C(CSc1nc2ccccc2o1)N1CCN(C(=O)c2ccco2)CC1,-4%
O=C1CN(CC(=O)N2CCOCC2)c2ccccc2O1,2%
CCC(=O)Nc1ccc2c(c1)ncn2-c1ccccc1OC,15%
CC(=O)N1CCN(c2ccc(Oc3nnnn3-c3ccccc3)cc2)CC1,-7%
Clc1ccc(C(Cl)(Cl)Cl)c(Cl)c1,9%
O=C(Nc1ccc2c(c1)OCO2)c1cccc2c1C(=O)N(C1CCCCC1)C2,23%
O=C(Cn1nc(-c2ccccc2)c2ccccc2c1=O)Nc1ccc2c(c1)nc1n2CCOC1,0%
CC1CCN(CCCNC(=O)c2cn(C)c3ccc(S(=O)(=O)N4CCCC4)cc3c2=O)CC1,-1%
C=CCN1C[C@H](C)N([C@@H](c2ccccc2)c2ccc(C(=O)N(CC)CC)cc2)C[C@H]1C,6%
c1ccc(-c2csc3ncnc(NCCN4CCOCC4)c23)cc1,3%
COc1ccc(S(=O)(=O)N(C)CC(=O)NCCC2=CCCCC2)cc1,-2%
Cc1cc(C)n(-c2nc3ccccc3c(=O)n2OCC(=O)OCc2ccccc2)n1,-2%
Cc1nn(C)cc1C(N)=O,-1%
Cc1ccc(C)c2[nH]c(=O)c(CN(Cc3ccco3)C(=O)Nc3ccccc3)cc12,-5%
CCCCOC(C)=O,14%
O=C(NCCC1=CCCCC1)C1COc2ccccc2O1 (configuration not stated),-2%
CCOC(=O)N1CCN(C(=O)CN(c2cc(C(F)(F)F)ccc2Cl)S(C)(=O)=O)CC1,-4%
CSc1nc2c(c(=O)n1C)SC(C)C2 (configuration not stated),11%
CC(C(=O)Nc1nccs1)N1C(=O)C2CC=CCC2C1=O (configuration not stated),0%
CC(C)(C)NC(=O)COc1ccc(CNn2nnnc2N)cc1,7%
CCOC(=O)c1cccc(NC(=O)C2CCN(S(=O)(=O)c3cccs3)CC2)c1,10%
CCOc1cccc(C(=O)Nc2ccc(N(CC)CC)cc2)c1,-2%
COc1ccc(O)c(-c2cc(-c3cccc(Br)c3)n[nH]2)c1,17%
CCN(c1c(C)n(C)n(-c2ccccc2)c1=O)S(C)(=O)=O,23%
CCOC(=O)NC(=O)CSc1nc(C)cc(C)c1C#N,-2%
CC(NC(=O)CC12CC3CC(CC(C3)C1)C2)C(=O)O (configuration not stated),-4%
CCOc1cccc(C(=O)Nc2ccccc2OC(F)F)c1,-2%
CCC(=O)c1ccccc1OCCN1C(=O)NC(C)(C)C1=O,-4%
CCC/C=C(\CCC)C(NC(=O)C(C)(C)C)c1ccc(C(=O)OC)cc1 (configuration not stated),-5%
CCOC(=O)N1CCN(Cc2cccs2)CC1,2%
CCOC(=O)N1CCN(C(=O)c2ccccc2CCc2ccccc2)CC1,-4%
C/C(=C\C(=O)Nc1cc(C)on1)c1ccccc1,-2%
Cc1cccc2cc(CN(Cc3ccc(F)cc3)C(=O)N(C)C)c3nnnn3c12,-4%
CC(C)Nc1ncnc2c1cnn2-c1ccc(Cl)cc1,11%
COc1ccc(OC)c(CN2CCN(c3ccccc3OC)CC2)c1,-2%
O=c1[nH]n(-c2ccccc2)c(=O)c2ccccc12,13%
COc1ccc(C2C(C(=O)Nc3ccccc3OC)=C(C)Nc3ncnn32)cc1 (configuration not stated),12%
CCc1ccccc1NC(=O)CN(c1cccc(OC)c1)S(C)(=O)=O,-1%
COc1ccc(-n2c(=O)c(-c3cc(F)cc(F)c3)nc3cncnc32)cc1,-5%
CC(Sc1nnnn1-c1ccccc1)C(=O)Nc1ccc(Cl)cn1 (configuration not stated),6%

Continued:
SMILES,AmpC inh det
CC(=O)c1cc(C)ccc1OC(=O)c1ccco1,3%
Cc1cccc(N2CCN(C(=O)CCCOc3ccccc3)CC2)c1C,-4%
CCN(CC)S(=O)(=O)c1ccc(C(=O)NCc2n[nH]c(=S)n2-c2ccccc2OC)cc1,-2%
Clc1ccc(Cn2ncc3c(N4CCOCC4)ncnc32)cc1,-2%
CCOC(=O)CNC(=O)CSc1nc2cccnc2n1C1CCCCC1,4%
NC(=O)Cn1cnc(-c2ccccc2)c1,6%
COc1ccc(CNC(=O)CSc2nnc(C)s2)cc1,9%
COc1cc(C(=O)N2CCC(NC(=O)C(Cc3ccccc3C)NC(C)=O)CC2)cc(OC)c1OC (configuration not stated),-3%
COc1ccc(C)cc1-n1nnnc1SC/C(O)=C(\C#N)c1nc2ccccc2[nH]1,-3%
Fc1ccccc1CSc1nc2ncccc2[nH]1,2%
COc1ccc(NC(=O)CSc2nnc(-c3ccccc3)n2Cc2ccco2)c(OC)c1,-6%
CCCn1c(=NC(C)=O)c(C#N)cc2c(=O)n3cccc(C)c3nc21,9%
COC(=O)c1ccc(COC(=O)c2ccc(N(C)C)cc2)cc1,-9%
Cc1noc(C)c1S(=O)(=O)N1CCC(C(=O)N2CCN(C3CCCC3)CC2)CC1,-2%
Cc1cccc(C)c1OCc1nnc(SCC(=O)Nc2nccs2)n1-c1ccccc1,-2%
CC(=O)CCC(C)=O,20%
O=C(Nc1ccc(S(=O)(=O)N2CCCC2)cc1Cl)C1=COCCO1,-1%
COc1ccc(N(CC(=O)N2CCC(C)CC2)S(=O)(=O)c2c(C)nn(C)c2C)cc1,9%
CCOC(=O)Cc1nnc(NC(=O)c2cccc(OCC)c2)s1,-2%
O=C(NCc1ccco1)C1CCN(C(=O)c2cc3sccc3n2Cc2ccc(Cl)cc2)CC1,-5%
CNC(=O)CSc1nc2c(c(=O)n(C)c(=O)n2C)n1Cc1ccc(C)cc1,11%
CC(=O)N1CCN(C(C)=O)C1c1ccccc1,15%
O=C(NCC1CCCO1)C1CCCN(Cc2cnn(-c3ccccc3)c2-n2cccc2)C1 (configuration not stated),-12%
CN(c1ccc(C(=O)O)cc1)S(=O)(=O)c1ccccc1,4%
O=C(Nc1ccc(F)cc1)N(Cc1ccco1)Cc1cc2cc3c(cc2[nH]c1=O)OCO3,-3%
Cc1cccc(NC(=O)CSCc2c(C)noc2C)c1C,-3%
CC(=O)Oc1ccc2c(C)c(CC(C)O)c(=O)oc2c1 (configuration not stated),-6%
O=C(CN1C(=O)C2CC=CCC2C1=O)Nc1ccc(S(=O)(=O)NC2=NCCCCC2)cc1 (configuration not stated),-4%
C=CCNC(=O)C12CC3CC(C1)CC(C(=O)NCC=C)(C3)C2,-3%
CCc1ccc(C2CC(c3cccc(OC)c3)n3nc(N)nc3N2)cc1 (configuration not stated),8%

A second format for part of the listing above.
CC(=O)c1cc(C)ccc1OC(=O)c1ccco1
  AmpC inh det: 3%

Cc1cccc(N2CCN(C(=O)CCCOc3ccccc3)CC2)c1C
  AmpC inh det: -4%

Later entries
SMILES,AmpC inh det
CCOC(=O)C1CCN(S(=O)(=O)c2cccc(-c3cn4ccccc4n3)c2)CC1,17%
Cn1cc(C(=O)c2ccccc2)cc1-c1nc2ccccc2n1C,-3%
O=C(O)c1ccc2c(c1)C(=O)N(C(Cc1ccccc1)C(=O)O)C2=O (configuration not stated),-4%
Cc1cccc(C)c1NC1=NCCCS1,-3%
COc1ccc(NC(=O)CN2C(=O)C(C)Oc3ccccc32)cc1 (configuration not stated),1%
N#CCCN(CCC#N)c1nncs1,-2%
CCCC(C)NS(=O)(=O)c1ccccc1 (configuration not stated),-1%
COc1cc(OC)cc(-n2nnnc2SCC(=O)N2CCCC2)c1,-5%
Cc1cccc(N2CCN(C(=O)c3cn(C)c(=O)c4c3c3ccccc3n4C)CC2)c1C,7%
CC(NC(=O)CSc1nc2ccccc2c(=O)[nH]1)c1ccccc1 (configuration not stated),-4%
COC(=O)c1cc(NC2c3ccccc3C(=O)N2CCN2CCOCC2)cc(C(=O)OC)c1 (configuration not stated),3%
CCOC(=O)c1oc2nc3c(cc2c1N)COC(C)(C)C3,-4%
CCn1c(SCC(=O)O)nnc1-c1cc2c(C)nn(-c3ccccc3)c2s1,7%
Cc1c(N=CN2CCOCC2)c(=O)n(C)c(=O)n1C,1%

Arranged by length of the SMILES (rising): three of the compounds above
SMILES,AmpC inh det
CC(C)Nc1ncnc2c1cnn2-c1ccc(Cl)cc1,11%
CCCN(CCC)C(=O)CCS(=O)(=O)c1cccc2nsnc12,-5%
CC(Sc1nnnn1-c1ccccc1)C(=O)Nc1ccc(Cl)cn1 (configuration not stated),6%
